Screening results: PubChem BioAssay, several laboratories
NFkB transloc pot: enhances IL-1B driven NFkB nuclear translocation | HUVEC IL-1B NFkB p65 nuclear translocation imaging | activation, % at 2 µM | 94,000 tested, 0.3% active;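 active = activation above 40%, about the mean plus 3 SD, also judged a hit on visual image review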;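 also: percent activation is computed from the nuclear over cytoplasmic p65 intensity ratio; values of inactives mirror those of a sister screen read the other way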
MRP resist rev: MRP-mediated drug resistance reversal; H69AR cells + 2 uM doxorubicin, CellTiter-Glo, 72 h; differential viability (reversal), % at 10 µM; 85,000 tested, 0.04% active;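 active = viability drop by adding the cancer drug above about 55%, with treated viability meeting a 40% cutoff, limit read from the data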;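 also: viability without doxorubicin minus viability with 2 µM doxorubicin for each compound; larger differential means the compound sensitizes cells more to doxorubicin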
Bcl-B displacement: displacers of TR3 peptide from Bcl-B, primary screen, selectivity assay for Bfl-1 inhibitor project, biochemical, fluorescence polarization; FP displacement of FITC-TR3 peptide from Bcl-B; higher % means a stronger effect; displacement, % at 20 µM, or IC50 in µM where a hit was titrated; 96,000 tested, 0.11% active; AID 748;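 active = displacement above 50% at 20 µM plus a fluorescence interference ratio under 1.5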;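 also: plate controls were wells without compound for no effect and wells lacking Bcl-B protein for full effect; a part of the inactive calls stands beside numbers as strong as those of hits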
NFkB transloc inh: blocks IL-1B driven NFkB nuclear translocation in HUVEC cells; inhibition, % at 2 µM; AID 796; 94,000 tested, 0.43% active; HUVEC IL-1B NFkB p65 nuclear translocation imaging;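 active = inhibition above about 30% together with a positive call from visual inspection of the well image, limit read from the data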;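 also: nuclear over cytoplasmic p65 intensity ratio measured by imaging; 0% = IL-1B stimulated DMSO wells and 100% = unstimulated DMSO wells; values of inactives mirror those of a sister screen read the other way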
PLAP inhibitors HTS: PLAP enzyme inhibitors, biochemical, luminescence, HTS (AID 690). purified PLAP, luminescent substrate; higher % means a stronger effect. inhibition, % at 20 µM; hits with a dose series show IC50 in µM. 96,000 tested, 0.08% active; in the data active = a potency from the dose series; inactive = the rest, 99 in 100 with inhibition below about 30%; also: strong numbers were not always called active
MRP resist rev cytotoxicity: recorded beside MRP resist rev, whose call it bears; viability, %; H69AR cells, CellTiter-Glo, 72 h; measured here: cytotoxicity without doxorubicin
MRP resist rev with doxorubicin: second read-out of MRP resist rev, no call of its own (marks repeat the call); viability, %; measured here: viability with 2 uM doxorubicin; hits give low values
NFkB transloc inh cell count 2 µM: also measured in NFkB transloc inh; calls as there; cell count; measured here: cells passing quality filter;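 raw number of nuclei counted in each imaged well without normalization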
NFkB transloc pot cell count 2 µM: second read-out of NFkB transloc pot, no call of its own (marks repeat the call); cell count; measured here: cells passing quality filter
Active calls of the source: *; x = no result given. A portion of the library, so the mix of outcomes need not match the whole.

compound,NFkB transloc pot,NFkB transloc pot cell count 2 µM,MRP resist rev,MRP resist rev cytotoxicity,MRP resist rev with doxorubicin,Bcl-B displacement,NFkB transloc inh,NFkB transloc inh cell count 2 µM,PLAP inhibitors HTS
COc1ccc(OC)c(C2CC(=O)Nc3cc(OC)c(OC)c(OC)c32)c1 (configuration not stated),4.1,77,14.5,89.4,74.8,-2.5%,-4.1,77,12.4%
COC(=O)CNc1c(-c2ccccn2)nc2ccc(Br)cn12,0.9,172,x,x,x,x,-0.9,172,-12.2%
CCCN(Cc1cc2ccc(C)cc2[nH]c1=O)S(=O)(=O)c1ccccc1,14.2,146,-13.8,48.9,62.7,-1.0%,-14.2,146,-9.9%
COc1ccc2c(c1)nc(SCC(=O)c1ccc(Br)s1)n2C,-7.7,151,x,x,x,-2.0%,7.7,151,5.5%
Cc1c(C(=O)Nc2ccncc2)sc2nc(-c3ccc(F)cc3)cn12,x,x,-2.7,17.0,19.8,-9.8%,x,x,-26.9%
COC(=O)C(C(=O)NCC1CCCO1)C1CCCC1 (configuration not stated),x,x,3.5,107.7,104.2,3.6%,x,x,-5.1%
O=C(NCc1cccs1)C1CCCCC1,7.6,168,x,x,x,-8.3%,-7.6,168,3.4%
CCC(C)N=Cc1c(NCc2ccco2)nc2c(C)cccn2c1=O (configuration not stated),5.5,160,-0.6,69.5,70.1,0.2%,-5.5,160,-27.6%
CC(C)(C)OC(=O)N1CCC(C(=O)N[C@@H](Cc2ccccc2)C(=O)O)CC1,18.6,162,-5.1,92.2,97.2,-8.0%,-18.6,162,-2.2%
CCOC(=O)c1cnn(-c2cc(C(C)(C)C)nc3c(-c4ccccc4)c(C)nn23)c1N,-9.9,115,1.5,86.4,84.9,-13.0%,9.9,115,17.1%
O=C1CCCN1c1ccc(S(=O)(=O)Nc2ccc3c(c2)OCCO3)cc1,8.0,148,x,x,x,-0.4%,-8.0,148,-7.3%
Cc1ccc2occ(/C=C/C(=O)c3ccccc3O)c(=O)c2c1,4.2,124,x,x,x,-3.8%,-4.2,124,-12.3%
CCc1nn2c(=O)cc(CSc3nc(C)cc(=O)[nH]3)nc2s1,30.2,197,-7.6,92.4,100.0,12.2%,-30.2,197,8.5%
Cc1cc(C(F)(F)F)c(C#N)c(N2CCOCC2)n1,-6.9,160,-4.4,95.9,100.2,-8.1%,6.9,160,14.5%
CC(C)c1cc(C(=O)O)n(-c2ccccc2)n1,10.3,160,4.2,96.9,92.8,6.9%,-10.3,160,5.8%
O=C(COc1ccccc1)N(Cc1ccco1)c1ccc(O)cc1,18.6,131,6.8,87.8,81.0,x,-18.6,131,x
Cc1ccc(S(=O)(=O)NC(=O)NCc2ccc3c(c2)OCO3)cc1,-1.1,92,x,x,x,6.4%,1.1,92,2.2%
COc1ccc(OC)c(NC(=O)c2ccc(CN(c3cc(Cl)ccc3C)S(=O)(=O)c3ccccc3)cc2)c1,15.2,125,x,x,x,10.2%,-15.2,125,-1.9%
O=c1c[n+]([O-])c2ccccc2n1OCc1c(F)cccc1F,3.1,165,20.6,95.0,74.3,x,-3.1,165,x
Cc1cccc(NC(=O)c2c(C)nc3ccccn23)c1,4.3,69,-5.7,89.1,94.8,x,-4.3,69,x
Cc1ccccc1C(=O)N1CCC(C(=O)Nc2ccc(S(=O)(=O)N(C)C(C)C)cc2)CC1,2.0,132,x,x,x,-7.6%,-2.0,132,-91.3%
O=C(Nc1ccccc1C(F)(F)F)N1CCCCCC1,15.2,145,-7.7,87.7,95.4,-8.1%,-15.3,145,-12.1%
O=c1c2ccccc2nc(-c2ccco2)n1-c1nc2ccccc2s1,13.4,162,-7.5,61.9,69.5,-23.5%,-13.4,162,16.5%
O=C(Nc1ccncc1)C1c2ccccc2Oc2ccccc21,9.3,171,3.5,91.5,88.0,4.7%,-9.3,171,-12.9%
Cc1cc(Oc2ccccc2)nc(SCC(=O)Nc2ccc(Cl)c(Cl)c2)n1,6.2,130,-9.2,62.4,71.6,-8.4%,-6.2,130,-64.1%
Cc1ccc(S(=O)(=O)CC(=O)N2CCCCCC2)cc1,-4.6,179,11.4,104.7,93.3,-1.7%,4.6,179,17.8%
CC(NC(=O)Nc1ccccc1)c1ccccc1 (configuration not stated),17.1,166,21.4,106.6,85.3,0.9%,-17.1,166,2.2%
CCc1nn(C(C)C(=O)NCCN2CCN(c3cccc(C)c3C)CC2)c(=O)c2cc3occc3n12 (configuration not stated),x,x,x,x,x,-4.6%,x,x,-47.3%
COc1ccc(Nc2nc(N)nc(CN3CCC(Cc4ccccc4)CC3)n2)cc1,x,x,-2.8,101.9,104.7,10.4%,x,x,-49.7%
CCOC(=O)CSC1=C(C#N)C(=O)NC(c2ccc(OC)cc2)S1 (configuration not stated),-16.1,72,-7.0,2.2,9.2,2.5%,16.1,72,-68.3%
O=S1(=O)N=C(N2CCN(Cc3ccccc3)CC2)c2ccccc21,-2.4,85,0.0,71.6,71.7,1.8%,2.4,85,-26.3%
CC1CN(S(=O)(=O)c2cccc(C(=O)NCc3ccc4c(c3)OCO4)c2)CC(C)O1 (configuration not stated),16.7,139,2.4,86.1,83.7,12.0%,-16.7,139,-22.0%
CCCCSc1nnc(-c2ccc(OC)cc2)n1C,-4.2,113,7.6,87.3,79.7,x,4.2,113,x
O=C(CNC(=O)C1CCCCC1)Nc1ccc(Cl)cc1,6.1,148,x,x,x,-2.5%,-6.1,148,7.0%
COc1ccc(N2CCN(CCCNC(=O)Nc3ccccc3)CC2)cc1,-25.9,107,20.7,92.7,72.0,-1.2%,25.9,107,-56.1%
COc1ccc(-c2nnc3ccc(SCC(=O)N4CCOCC4)nn23)cc1,x,x,1.4,90.2,88.8,-3.4%,x,x,-13.6%
Nc1nonc1C(=O)NC(c1ccccc1)c1ccccc1,-1.6,102,21.0,98.2,77.2,-6.8%,1.6,102,26.1%
CCn1c2ccccc2c2cc(NC(=O)CSc3nnc(C4CC4)n3Cc3ccco3)ccc21,34.6,123,-12.1,84.6,96.7,1.2%,-34.6,123,-49.4%
CC(C)NC(=O)CSc1nc(Cc2cccs2)nc2ccccc12,12.6,168,x,x,x,-5.3%,-12.6,168,15.9%
Cc1ccc(CCC(=O)Nc2ccc(S(N)(=O)=O)cc2)o1,-12.3,92,4.7,90.1,85.4,0.5%,12.3,92,-25.4%
O=C(CN(c1ccccc1)S(=O)(=O)c1ccc(Cl)cc1)Nc1ccccc1C(=O)N1CCCC1,13.6,168,0.1,84.3,84.2,-26.7%,-13.6,168,-81.7%
O=C(Nc1ccncc1)C1COc2ccccc2O1 (configuration not stated),19.6,145,5.2,96.8,91.6,0.2%,-19.6,145,-8.1%
COc1cc2cc(CN(CCCO)S(=O)(=O)c3ccccc3)c(=O)[nH]c2cc1OC,x,x,9.4,95.3,85.9,-0.5%,x,x,-11.4%
Cn1c(SCC(=O)N2CCc3ccccc3C2)nnc1-c1cccs1,35.9,173,5.7,92.6,86.9,-3.8%,-35.9,173,25.4%
CCOC(=O)CNC(=O)C1(c2ccccc2)CCCC1,17.9,95,-7.4,91.0,98.3,0.2%,-17.9,95,6.4%
COc1ccc(NC2=NCC(=O)N2c2ccccc2F)c(OC)c1,11.5,134,-3.5,92.4,95.9,-14.2%,-11.5,134,-1.9%
CN(C)c1nc(Oc2ccc(N)cc2)nc(N(C)C)n1,3.5,139,6.9,105.0,98.1,-2.3%,-3.5,139,-11.1%
Cc1ccc(CNC(=O)c2ccc(NC(=O)CCS(=O)(=O)c3cccs3)cc2)cc1,5.5,195,-1.8,90.2,92.0,-11.4%,-5.5,195,22.8%
COc1ccc(S(=O)(=O)Cc2ccc(C(=O)N3CCN(c4ccc(Cl)cc4)CC3)o2)cc1,8.7,178,-29.4,49.0,78.4,9.3%,-8.7,178,-73.5%
CCn1nc(C(=O)OCC(=O)c2ccc3c(c2)OCCO3)c2ccccc2c1=O,-3.0,97,2.7,96.4,93.7,-1.3%,3.0,97,12.1%
CCCC(=O)Nc1ccc2oc(-c3ccncc3)nc2c1,-0.2,110,12.8,95.9,83.0,3.4%,0.2,110,6.3%
COc1ccc(OCC(=O)N2CCOCC2)cc1,0.7,50,-4.8,93.7,98.6,-4.0%,-0.7,50,8.9%
CCCc1nnc(NC(=O)CCN2C(=O)c3ccccc3C2=O)s1,6.4,133,-8.1,88.6,96.8,-4.3%,-6.4,133,10.4%
Cn1nnnc1SCCNCc1ccc(Cl)cc1,31.9,166,4.3,88.7,84.4,-0.5%,-31.9,166,4.5%
CC12CC(NC(=O)N1c1cccc(C(=O)N3CCN(c4ccccc4F)CC3)c1)c1ccccc1O2 (configuration not stated),-5.3,169,-5.2,86.8,91.9,21.2%,5.3,169,6.5%
Cc1cc(NC(=O)c2ccc3c(c2)OCO3)no1,1.8,148,6.8,94.8,88.0,-6.2%,-1.8,148,22.2%
O=C(CCS(=O)(=O)c1ccc(Br)s1)NC1CCCC1,-3.6,202,-0.7,98.1,98.8,2.2%,3.6,202,13.0%
Cc1ccsc1C1C2=C(CC(C)(C)CC2=O)Nc2ncnn21 (configuration not stated),-6.7,187,12.3,59.4,47.2,2.5%,6.7,187,-32.2%
Cc1sc(/N=C/c2ccccc2O)c(C#N)c1C,5.0,182,9.4,104.3,94.9,-41.6%,-5.0,182,2.5%
CCCCn1c(-c2ccccc2)cnc1SCC(=O)NCCc1ccc(OC)c(OC)c1,x,x,x,x,x,-0.8%,x,x,-85.5%

Exported with two lines to a compound: part of the list above.
Values run as follows: NFkB transloc pot | NFkB transloc pot cell count 2 µM | MRP resist rev | MRP resist rev cytotoxicity | MRP resist rev with doxorubicin | Bcl-B displacement | NFkB transloc inh | NFkB transloc inh cell count 2 µM | PLAP inhibitors HTS
CCn1nc(C(=O)OCC(=O)c2ccc3c(c2)OCCO3)c2ccccc2c1=O
 : -3.0 | 97 | 2.7 | 96.4 | 93.7 | -1.3% | 3.0 | 97 | 12.1%
CCCCSc1nnc(-c2ccc(OC)cc2)n1C
 : -4.2 | 113 | 7.6 | 87.3 | 79.7 | x | 4.2 | 113 | x
O=C(CN(c1ccccc1)S(=O)(=O)c1ccc(Cl)cc1)Nc1ccccc1C(=O)N1CCCC1
 : 13.6 | 168 | 0.1 | 84.3 | 84.2 | -26.7% | -13.6 | 168 | -81.7%
COc1ccc(NC2=NCC(=O)N2c2ccccc2F)c(OC)c1
 : 11.5 | 134 | -3.5 | 92.4 | 95.9 | -14.2% | -11.5 | 134 | -1.9%

The listing continues:
compound,NFkB transloc pot,NFkB transloc pot cell count 2 µM,MRP resist rev,MRP resist rev cytotoxicity,MRP resist rev with doxorubicin,Bcl-B displacement,NFkB transloc inh,NFkB transloc inh cell count 2 µM,PLAP inhibitors HTS
CCc1nc(N(CC)CC)c2oc3ccccc3c2n1,-3.7,134,-6.5,93.2,99.7,0.5%,3.7,134,x
COc1ccc(CCN(C(=O)C(F)(F)F)C(C(=O)NC2CCCCC2)c2ccc(C)s2)cc1OC (configuration not stated),17.4,149,x,x,x,-7.8%,-17.4,149,-45.5%
Cn1c(SCc2ccc(Cl)cc2Cl)nc(C(F)(F)F)cc1=O,43.7*,148*,x,x,x,15.4%,-43.7,148,-24.7%
CCOC(=O)C1CCN(Cc2ccc(O)c3ncccc23)CC1,-1.9,100,0.3,1.1,0.7,13.9%,1.9,100,-79.0%
CCCc1nc2c(C)cc(C)cc2c(N)c1CC,-1.3,116,x,x,x,-7.5%,1.3,116,57.7%
CN1C(=O)CC(N2CCN(CC(=O)N3CCCC3)CC2)C1=O (configuration not stated),14.3,200,-14.8,94.4,109.2,4.8%,-14.3,200,-14.2%
Cn1ncc2c(Nc3cccc4ccccc34)ncnc21,-15.8,60,5.6,88.1,82.5,-4.6%,15.8,60,7.3%
COc1ccc(OC)c(NC(=O)C23CCC(C)(C(=O)O2)C3(C)C)c1 (configuration not stated),10.1,106,41.6,101.1,59.4,-14.6%,-10.1,106,9.9%
COc1cc(C)c(S(=O)(=O)n2ccc(C)n2)cc1C,6.1,133,19.7,85.8,66.0,-2.8%,-6.1,133,-20.5%
